Compound activity as filed in PubChem.
TRHR enhancer – qHTS for Small Molecule Agonists and Allosteric Enhancers of Human TRH Receptor: Primary Screen for Enhancers | Thyrotropin-releasing hormone receptor (Homo sapiens), P34981 | TRHR cells, fluo-8 calcium fluorescence, EC20 TRH enhancement | enhancement, % at 2 µM | hit rate 0.66% among 360,000; in the data active = enhancement above about 30%; note: 0% is about no effect
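Enhancer read-out: after compound pinning and an initial kinetic agonist-mode read, an EC20 of TRH (10 nM final) was injected and fluo-8 calcium signal (Ex 480/Em 530) followed at 1 s/cycle for 100 cycles in TRHR-expressing cells.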
D1 potentiator – Potentiators of Human D1 Dopamine Receptor: qHTS. D(1A) dopamine receptor (Homo sapiens), P21728. potentiation, % at 10 µM. AID 504651, 2011. hit rate 0.036% among 360,000. HEK293 TREx D1 cells, calcium flux, dopamine EC20 potentiation; in the data active = potentiation above about 30%; note: 0% is about no effect
D1 ag – Allosteric Agonists of the Human D1 Dopamine Receptor: qHTS | D(1A) dopamine receptor (Homo sapiens), P21728 | HEK293 T-REx D1 cells, calcium flux, agonist mode | activation, % at 2 µM | hit rate 1% among 360,000 | AID 504660, 2011; note: 0% is about no effect
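Inducible HEK293 T-REx D1 cells, force-coupled to calcium signalling, were plated at 4000 cells/well with tetracycline and held overnight at 30 C. After no-wash calcium dye loading, compound-evoked calcium rise over 180 s flagged agonists.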
RXFP1 antagonist – qHTS Assay for Antagonists of the Relaxin Receptor RXFP1; Relaxin receptor 1 (Homo sapiens), Q9HBX9; HEK293-RXFP1, relaxin-stimulated cAMP HTRF, 30 min; stronger effect = lower value; activity change, negative = inhibition, % at 57.5 µM; hit rate 0.59% among 350,000; AID 1259400, 2018;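 active = activity change of -60% or lower, but not beyond a set lower limit; inconclusive = change between -60% and -40%, or beyond the set limit; inactive = change above -40%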; note: % is set by controls: 0 for no effect and ±100 for the full control effect
Target sequence (Q9HBX9 whole entry, looked up): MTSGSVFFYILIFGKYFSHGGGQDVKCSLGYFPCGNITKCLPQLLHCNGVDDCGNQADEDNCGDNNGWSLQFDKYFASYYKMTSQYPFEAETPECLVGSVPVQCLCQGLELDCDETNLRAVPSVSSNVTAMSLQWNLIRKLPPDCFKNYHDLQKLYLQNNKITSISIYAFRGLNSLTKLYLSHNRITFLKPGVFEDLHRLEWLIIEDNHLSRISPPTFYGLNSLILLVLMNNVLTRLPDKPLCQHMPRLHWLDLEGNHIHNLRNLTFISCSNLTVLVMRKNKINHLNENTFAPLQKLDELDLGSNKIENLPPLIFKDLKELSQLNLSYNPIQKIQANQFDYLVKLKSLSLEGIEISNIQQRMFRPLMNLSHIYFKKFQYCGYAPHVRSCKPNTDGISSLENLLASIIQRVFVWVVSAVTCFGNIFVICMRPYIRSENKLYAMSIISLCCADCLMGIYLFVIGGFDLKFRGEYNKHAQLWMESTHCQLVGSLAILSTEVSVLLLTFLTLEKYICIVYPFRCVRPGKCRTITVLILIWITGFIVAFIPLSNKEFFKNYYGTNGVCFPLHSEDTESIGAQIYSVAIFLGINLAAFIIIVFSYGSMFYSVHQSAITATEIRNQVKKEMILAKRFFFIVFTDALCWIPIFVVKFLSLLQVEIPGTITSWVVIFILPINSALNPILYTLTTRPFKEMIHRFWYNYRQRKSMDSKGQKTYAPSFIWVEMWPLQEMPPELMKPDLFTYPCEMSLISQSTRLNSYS
D1 antagonist – Antagonist of Human D 1 Dopamine Receptor: qHTS; HEK293 TREx D1 cells, calcium flux, dopamine EC80; stronger effect = lower value; activity change, negative = inhibition, % at 10 µM; hit rate 3.2% among 360,000; in the data active = activity change below about -30%; note: % is set by controls: 0 for no effect and ±100 for the full control effect
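Tetracycline-induced HEK293 Trex D1 cells, force-coupled to calcium, dye-loaded; compounds added and read 180 s, then EC80 dopamine added and calcium flux tracked kinetically another 180 s.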
TRHR ag – qHTS for Small Molecule Agonists and Allosteric Enhancers of Human TRH Receptor: Primary Screen for Agonists; Thyrotropin-releasing hormone receptor (Homo sapiens), P34981; TRHR cells, calcium flux fluo-8, FDSS agonist mode; activation, % at 2 µM; hit rate 0.18% among 360,000; note: 0% is about no effect
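In this calcium-flux screen, cells bearing human TRHR are dye-loaded with fluo-8, baselined for 10 cycles, then exposed to library compounds; positive kinetic calcium responses during the agonist phase mark hits, with TRH as control.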
D2 agonist – HTS Assay for Allosteric Agonists of the Human D2 Dopamine Receptor: Primary Screen for Agonists. HEK293 T-REx D2 cells, calcium flux agonist mode. hit rate 0.53% among 340,000. activation, % at 2 µM;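 active = activation over 3 SD above normal in the single-dose calcium agonist read, cut at about 30% in these data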; note: 0% is about no effect
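Agonism scored from kinetic calcium signal (1 read/sec, 180 s) following compound pin transfer, after a 10 s baseline. Cells: HEK293 Trex line expressing inducible D2 receptor coupled to calcium, dye-loaded after overnight culture at 30 C.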
D2 potentiator – HTS Assay for Positive Allosteric Modulators of the Human D2 Dopamine Receptor: Primary Screen for Potentiators; HEK293 T-REx D2, calcium flux, EC20 dopamine potentiation; potentiation, % at 10 µM; hit rate 0.34% among 340,000; AID 485347, 2010;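 active = potentiation over 3 SD above the plate norm, cut at about 30% in these data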; note: 0% is about no effect
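Cells plated with tetracycline inducer and held overnight at 30 C; calcium dye loaded 30–90 min at room temperature; baseline taken, compound added and read 180 s; EC20 dopamine then added and read 180 s.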
D2 antagonist – HTS Assay for Allosteric Antagonists of the Human D2 Dopamine Receptor: Primary Screen for Antagonists | D(2) dopamine receptor (Homo sapiens), P14416 | HEK293 TREx D2 cells, calcium flux, dopamine EC80 | inhibition, % at 10 µM | hit rate 2% among 340,000; in the data active = inhibition above about 30%; note: 0% is about no effect
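Tetracycline-induced HEK293 TREx cells expressing D2 receptor forced-coupled to calcium signalling, loaded with no-wash calcium dye. Compounds added and calcium flux read 180 s, then dopamine added at EC80 and read a further 180 s.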
* marks the source's active call; other numbers are inactive results; ? = inconclusive; . = no result given. Cut-off read from the data, not from the text of the source, unless noted: active = activation above about 30%; inactive = the rest. Random draw from the library. About 7.1% of those tested had a hit in this group.

No. | SMILES | TRHR enhancer | D1 potentiator | D1 ag | RXFP1 antagonist | D1 antagonist | TRHR ag | D2 agonist | D2 potentiator | D2 antagonist
1 | Cn1c(=O)c2sccc2n2c(CCCC(=O)NCCc3ccccc3)nnc12 | -2.8 | -14.8 | 4.1 | -0.8 | 5.2 | 0.1 | -0.6 | -7.3 | -3.5
2 | O=C(N=C1SC2CS(=O)(=O)CC2N1Cc1ccc(Cl)cc1)C1CCCO1 (stereo not drawn) | 0.6 | 5.9 | 2.0 | 0.4 | 17.1 | 0.4 | 0.0 | 15.0 | -7.7
3 | Cc1ccc(NC(=O)Cn2c(=O)n(CC3CCCO3)c(=O)c3ccccc32)cc1 (stereo not drawn) | 1.5 | 1.1 | 0.5 | . | 4.4 | -0.2 | . | -8.2 | .
4 | CCc1ccc(N2CC(C(=O)N3CCN(c4ccccn4)CC3)CC2=O)cc1 (stereo not drawn) | 15.0 | -2.2 | 0.8 | -0.8 | -12.1 | -0.8 | -0.1 | 5.8 | 0.6
5 | COc1ccc(S(=O)(=O)NCC(c2ccc3c(c2)OCO3)N2CCN(C)CC2)cc1OC (stereo not drawn) | 0.7 | -2.2 | 1.2 | -7.8 | -2.0 | -0.1 | 0.1 | 5.9 | -22.1
6 | O=C(Nc1ccccc1C(=O)N1CCCCC1)NC1CCCCC1 | 11.3 | -1.6 | 1.4 | 0.5 | 2.6 | -0.7 | -0.6 | -2.1 | -13.3
7 | Cc1cccc(C(=O)Nc2sc(C)c(-c3ccccc3)c2C#N)c1 | 7.4 | 5.5 | 3.2 | -8.0 | 0.9 | 1.6 | 0.7 | 7.9 | -2.5
8 | O=C(Nc1ccc(Nc2ccccc2)cc1)c1cc([N+](=O)[O-])ccc1Cl | 3.8 | -2.6 | 0.4 | 6.4 | -16.0 | 0.4 | 0.0 | 12.6 | -11.9
9 | CN(CCN1CCOCC1)Cc1nc(-c2ccccc2)no1 | -1.9 | -0.2 | 0.1 | 1.2 | -11.1 | 0.1 | 0.5 | 5.7 | 6.7
10 | COc1ccc(-n2c(=O)c(CCC(=O)N(C)Cc3cccs3)nc3ccccc32)cc1 | -3.8 | -6.0 | 3.5 | -6.5 | -12.8 | 0.0 | -0.6 | -0.8 | 16.4
11 | CCOC(=O)C1C(=O)CC(O)(c2ccccc2)CC1c1ccccc1 (stereo not drawn) | 7.7 | -0.5 | 0.9 | -5.9 | -2.5 | -0.1 | 0.5 | -9.4 | 20.0
12 | O=C(Cn1ncn2nc(-c3cccs3)cc2c1=O)NCc1ccccc1Cl | -0.6 | 1.0 | 1.5 | -2.1 | -12.5 | -0.3 | . | -9.9 | .
13 | COC(=O)c1ccc(C(c2c(C)[nH][nH]c2=O)c2c(C)[nH][nH]c2=O)cc1 | 1.6 | 0.1 | 0.5 | 4.6 | 1.4 | 0.3 | 0.7 | 0.6 | 14.7
14 | O=[N+]([O-])c1cc2c(cc1[N+](=O)[O-])OCCOCCOCCOCCO2 | 5.4 | 9.7 | 4.0 | -1.0 | 4.9 | 1.4 | 0.3 | -3.5 | -14.9
15 | CCOc1cc(/C=C2/SC(=S)N(C)C2=O)ccc1Oc1ccc([N+](=O)[O-])cc1[N+](=O)[O-] | -2.1 | -2.6 | 5.8 | . | 5.2 | 3.8 | 1.2 | 7.1 | 8.7
16 | COc1cc(F)c(C2=CC(=O)C[C@H](c3ccc(F)cc3)C2)cc1F | -2.6 | 2.7 | 1.9 | . | . | 0.0 | -1.8 | 12.8 | -2.8
17 | COC(=O)c1ccc(Oc2nc(NC(C)(C)C)nc(N3CCOCC3)n2)cc1 | 3.6 | -1.9 | -0.5 | . | 2.9 | 0.0 | 1.0 | 1.2 | 8.0
18 | COc1ccc(C(=O)Nc2ccc(C3(C#N)CCCC3)cc2)cc1 | -0.1 | -0.9 | 3.6 | -9.3 | -0.4 | 0.4 | 0.5 | 2.5 | 2.8
19 | COCc1cc(C)nc2sc3c(=O)n(-c4cc(C)ccc4C)nnc3c12 | -2.3 | 4.8 | 0.2 | 13.7 | -3.3 | 0.2 | -0.3 | 7.4 | .
20 | Cc1ccc(-c2csc(NC(=S)NC(=O)c3cc4ccccc4o3)n2)cc1 | -1.9 | 0.6 | 1.0 | 18.2 | -6.6 | -1.5 | -0.4 | 0.8 | 22.7
21 | Cc1cc(NS(=O)(=O)c2ccc(NC(=O)CCSc3ccc(F)cc3)cc2)nc(C)n1 | 3.5 | -0.4 | 7.3 | -4.5 | -0.1 | -0.4 | 0.0 | 0.3 | 0.7
22 | CCOC(=O)c1c(C)n(-c2ccccc2)c2ccc(OC(=O)c3ccccc3NC(=O)C(C)(C)C)cc12 | -2.3 | 0.2 | -1.9 | -64.0* | 11.7 | -0.6 | -0.2 | -0.6 | .
23 | COc1cc2c(cc1OC)CN(C(=O)COc1ccccc1[N+](=O)[O-])CC2 | 22.0 | 5.5 | 11.8 | -11.9 | -22.5 | -1.0 | 0.1 | 1.4 | 5.9
24 | CC(=O)c1c(N(C)C)ccnc1C(F)(F)F | 8.5 | 0.2 | 0.8 | -9.1 | -11.6 | 0.2 | 0.4 | -3.7 | -13.5
25 | CCOC(=O)C1CCCN(CC(=O)Nc2nccs2)C1 (stereo not drawn) | -4.7 | 2.8 | 3.4 | -9.9 | 30.0 | -0.1 | 4.7 | 7.8 | -1.5
26 | CCCn1c(=O)c2ccccc2n2c(SCc3c(C(=O)OCC)oc4ccccc34)nnc12 | -7.0 | -2.5 | 2.9 | -16.2 | 5.9 | -1.0 | 0.0 | -1.6 | -16.2
27 | CCCCn1c(SCC(=O)N2CCCCC2)nc2cc(S(N)(=O)=O)ccc21 | 3.0 | -4.3 | 1.3 | 5.6 | 5.4 | -0.2 | 0.8 | 1.8 | -1.4
28 | COc1ccc(C(=O)NCCc2ccccn2)cc1S(=O)(=O)Nc1ccc(Br)cc1 | -1.3 | -8.3 | 0.9 | -5.9 | 14.7 | 0.1 | 0.3 | -2.7 | -8.1
29 | Cc1ccc(NC(=S)NC(NC(=O)c2ccco2)C(Cl)(Cl)Cl)cc1 (stereo not drawn) | -0.1 | -1.4 | 12.3 | -5.1 | -5.8 | 0.6 | 0.7 | -1.8 | -3.4
30 | COc1ccc(S(=O)(=O)Nc2ccccc2C)cc1 | -3.3 | -6.7 | 0.8 | 6.4 | -8.7 | -0.7 | -0.8 | -4.6 | -16.3
31 | COc1ccc(CCNC(=O)CSc2nnc3ccc(-c4cccnc4)nn23)cc1OC | 7.7 | -3.8 | -0.3 | 22.7 | -6.1 | 0.3 | 1.3 | 11.7 | -18.8
32 | Fc1ccccc1N1CCN(c2cnc3ccccc3n2)CC1 | 6.1 | -3.5 | 1.0 | -13.7 | -9.0 | 0.2 | 0.7 | 2.5 | -22.0
33 | O=C(C1=C[C@H](c2ccc3c(c2)OCO3)C[C@H](OCCCCO)O1)N1CCN(Cc2ccccc2)CC1 | -0.8 | -1.8 | -1.9 | . | -8.2 | 0.2 | 1.2 | -4.6 | 7.8
34 | CSc1ccc(C(=O)C2CCCN(S(=O)(=O)N(C)C)C2)cc1 (stereo not drawn) | -0.2 | -5.8 | 1.9 | 9.3 | -23.0 | 0.1 | 1.1 | 5.2 | -1.2
35 | O=C(O)CCCCCNC(=O)CSc1nnc(-c2ccco2)n1-c1ccccc1 | -4.8 | -4.3 | 0.0 | -8.1 | 2.7 | 0.4 | -0.4 | 16.7 | 17.1
36 | COc1ccc(CCN(C)C(=O)CSc2nnnn2C)cc1OC | 24.9 | -1.1 | 0.1 | -4.4 | 6.0 | -0.3 | 2.6 | -2.4 | -14.5
37 | C/C(=N\NC(=O)c1sccc1C)c1ccncc1 | 1.0 | -6.8 | 0.2 | 9.6 | -28.8 | 0.0 | -0.6 | -8.9 | -4.6
38 | Cc1cc(=O)[nH]c(N2CCN(Cc3ccccc3)CC2)n1 | -3.6 | 0.1 | 1.4 | 14.2 | 4.8 | 0.1 | 39.7* | -13.6 | -16.1
39 | O=C(Nc1cccc(S(=O)(=O)NC2=NCCC2)c1)c1c(F)cccc1Cl | 3.4 | -4.1 | 3.7 | -5.1 | -18.5 | 0.4 | 0.7 | 3.8 | 12.4
40 | Clc1ccc(Cn2nnc3ccccc32)cc1 | -3.1 | -7.8 | 0.8 | -8.6 | -0.7 | -0.3 | 0.0 | 11.6 | 1.5
41 | c1coc(-c2nc3ccccn3c2Nc2ccc3c(c2)OCCO3)c1 | -6.6 | 2.0 | 0.5 | -7.6 | -48.6* | -0.5 | -1.2 | -7.4 | .
42 | Cc1ccc(C)c(N2CCN(c3cc(C)nc4c(-c5ccc(Cl)cc5)c(C)nn34)CC2)c1 | -2.7 | 2.0 | 3.8 | -7.5 | 3.0 | 0.4 | -0.8 | . | .
43 | CCc1ccc(CNC(=O)c2ccc(CS(=O)(=O)Cc3cccc(C)c3)o2)cc1 | 4.5 | -1.6 | 2.0 | ? | -7.3 | -0.3 | 0.4 | . | .
44 | O=CN1CCN(C2CC(=O)N(c3ccc(Br)cc3)C2=O)CC1 (stereo not drawn) | -3.0 | -1.6 | 2.3 | -9.3 | -6.1 | -0.3 | . | . | .
45 | O=C(c1ccc(F)cc1)[C@@H]1[C@@H](C(=O)c2ccccc2)[C@@]2(C(=O)Nc3ccccc32)[C@H]2c3ccccc3C=CN12 | 5.0 | 2.5 | 2.9 | . | 37.8 | 0.9 | 1.9 | 21.5 | -16.5

Some of the entries so far, field by field:
(29) Cc1ccc(NC(=S)NC(NC(=O)c2ccco2)C(Cl)(Cl)Cl)cc1 (stereo not drawn)
  TRHR enhancer: -0.1	D1 potentiator: -1.4	D1 ag: 12.3	RXFP1 antagonist: -5.1	D1 antagonist: -5.8	TRHR ag: 0.6	D2 agonist: 0.7	D2 potentiator: -1.8	D2 antagonist: -3.4

(30) COc1ccc(S(=O)(=O)Nc2ccccc2C)cc1
  TRHR enhancer: -3.3	D1 potentiator: -6.7	D1 ag: 0.8	RXFP1 antagonist: 6.4	D1 antagonist: -8.7	TRHR ag: -0.7	D2 agonist: -0.8	D2 potentiator: -4.6	D2 antagonist: -16.3

(31) COc1ccc(CCNC(=O)CSc2nnc3ccc(-c4cccnc4)nn23)cc1OC
  TRHR enhancer: 7.7	D1 potentiator: -3.8	D1 ag: -0.3	RXFP1 antagonist: 22.7	D1 antagonist: -6.1	TRHR ag: 0.3	D2 agonist: 1.3	D2 potentiator: 11.7	D2 antagonist: -18.8
